Bioassay records: PubChem, National Center for Advancing Translational Sciences (NCATS)
p53ts 39C tox: qHTS Screen for Compounds that Selectively Target Cancer Cells with p53 Mutations: Cytotoxicity of p53ts Cells at the Nonpermissive Temperature; H1299-p53A138V viability at 39C, ATP luminescence, 24 h; Potency, µM (doses to about 46.1 µM), inactives show top-dose activity change, negative = cell killing, usual class: cytotoxic; 130,000 compounds, 1.5% hits; AID 902, 2007; note: nearly all actives have a fitted effect of over 55% in size
p53ts 32C tox: qHTS Screen for Compounds that Selectively Target Cancer Cells with p53 Mutations: Cytotoxicity of p53ts Cells at the Permissive Temperature | 130,000 compounds, 0.93% hits | AID 924, 2007 | Potency, µM (top dose mostly 46.1 µM), for the others: top-dose activity change, negative = cytotoxicity, most hits filed as cytotoxic | H1299-p53A138V at 32C, ATP luminescence viability, 24 h;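 note: 0% = DMSO and -100% = full killing by reference compound; nearly all actives have a fitted effect of over 55% in size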
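Viability by ATPlite luminescence after 24 h compound treatment (up to 46 uM) at the permissive 32C. Cells are H1299 carrying p53 A138V. Scale runs from DMSO basal to 100 uM tamoxifen as full kill; AC50 from Hill fits.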
IkB signaling: IkB Signaling; ABC-DLBCL IkBa-CBG/CBR dual luciferase ratio, 4 h; response scale: scaled: untreated 0%, proteasome inhibitor 100%; AID 445, 2006; 110,000 compounds, 0.04% hits; Potency, µM (top dose mostly 57.1 µM), without a hit: top-dose IkBa stabilization activation; active = well fitted curve in the direction sought with a large enough effect in the signal ratio, not every such curve was filed as active; inconclusive = small, poorly fitted or top-dose-only effect, or a change in a side signal; the % refers to the signal ratio;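 note: the direction sought is a rising ratio; 0% = basal untreated cells and 100% = reference inhibitor full response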
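In this assay, an IκBα–CBG68 fusion accumulates when IKK-driven degradation is blocked; native CBR normalizes for cell number. OCI-Ly3 cells were treated 4 h with compound and doxycycline, then green and red light read after Chroma-Glo addition.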
Imprint erasure: qHTS Assay for Compounds that Induce Erasure of Genomic Imprints. mouse ES Peg3-LacZ reporter, beta-gal luminescence, 40 h. Potency, µM (series often up to 60.7 µM), inactives show at the highest dose activity change, positive = activation, usual class: activators. 110,000 compounds, 0.02% hits;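 note: 0% = negative control wells on the plate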
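Each well holds 300 Peg3LacZ-Neo (maternal) female ES cells incubated 40 h at 37C, 5% CO2. LacZ is measured by BetaGlo luminescence, with AC50 and maximum efficacy derived from dose-response curves.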
Starred values were filed as active, the others as inactive; ? = inconclusive; . = no result given; [ ] = remark or other dose. Unless noted, calls come from the whole dose curve; as a rule, active = well fitted curve in the direction sought with a large enough effect; inconclusive = small, poorly fitted or top-dose-only effect, or another doubt; inactive = no such curve, though single readings can be large; an effect the other way counts as inactive or inconclusive. Unless noted, % is set by controls: 0 for no effect and ±100 for the full control effect; potency is the fitted concentration of half-maximal effect. No enrichment for hits, and some 1.7% of all compounds hit somewhere here.

SMILES	p53ts 39C tox	p53ts 32C tox	IkB signaling	Imprint erasure
COc1ccc(C2C(C(C)=O)=C(C)N=c3s/c(=C/c4ccc5c(c4)OCO5)c(=O)n32)cc1 (stereo not drawn)	-9%	5%	-1.1%	-1%
Cc1cccc(N2C(=O)CC(N3CCN(C(=O)c4ccccc4)CC3)C2=O)c1 (stereo not drawn)	9%	2%	1.4%	0%
Cn1ccnc1Sc1nc2ccccc2nc1NS(=O)(=O)c1ccccc1	2%	-3%	?	10%
CC1Cc2ccccc2N1C(=O)CSc1nnc(-c2cccc(Cl)c2)o1 (stereo not drawn)	-12%	-1%	-0.2%	9%[10.9 µM]
Cc1c(C(=O)N(C)C)sc2c1c(=O)n(-c1ccc(F)cc1)c(=O)n2Cc1ccccc1C#N	-10%	5%	-0.7%	-17%[10.9 µM]
CCOC(C)=O	-11%	5%[1.84 µM]	-2.7%	-1%
Cc1cccc(Nc2nc(C)nc(N)c2S(=O)(=O)c2ccccc2)c1	25%	-9%	-0.5%	-7%[10.9 µM]
Cn1c(=O)c2c(nc(SCC(=O)Nc3ccc(N4CCOCC4)c(Cl)c3)n2C)n(C)c1=O	11%	10%	0.3%	-5%
O=c1c(-c2ccccc2)nc2cnc(N3CCOCC3)nc2n1-c1ccccc1	-6%	-8%	-1.3%[11.4 µM]	.
CCOc1ccc(CCNC(=O)C2CCN(C(=O)c3cc4sccc4n3CC)CC2)cc1OCC	-8%	6%	?	-17%[10.9 µM]
CCC1Sc2ccccc2N(CC(=O)NC2CCCC2)C1=O (stereo not drawn)	-4%	1%	2.3%	-8%
Fc1ccccc1N1CCN(c2ncc3c(n2)CCN(Cc2ccc(Br)s2)C3)CC1	-6%	-5%	0.9%	10%[10.9 µM]
O=S(Cc1ccc(Cl)cc1)CC(O)COc1ccc(Cl)cc1 (stereo not drawn)	-5%	2%	3.8%	-9%
CC1(C(=O)N(c2ccccc2)C(C(=O)NC2CCCC2)c2ccccn2)CC(=O)N=C2C=CC=CN21 (stereo not drawn)	0%	-5%	4.1%	-5%
CSc1ncc(Cl)c(C(=O)Nc2c(C(=O)c3ccc(C)cc3)oc3ccccc23)n1	-11%	7%	-1.0%	-13%[10.9 µM]
CCCCn1c2c(c3ccccc31)CCc1nonc1-2	-2%	-9%	-4.9%	-10%
COc1ccc(Cn2ccnc2SCC(=O)Nc2nnc(C)s2)cc1	-20%	-2%	3.1%	?
C=CCOC(=O)CCP(=O)(CCC(=O)OCC=C)c1ccccc1	4%	23%	-0.1%	-3%
O=C(Nc1cccc(C(=O)N2CCOCC2)c1)NC1CCCCC1	-25%	-2%	1.1%	5%
C=C(C)CSc1nnc(-c2cc(OC)c(OC)c(OC)c2)n1N	-6%	3%	3.6%	-10%
COc1cc(C)nc(OCCNC(=O)COc2ccc(Cl)cc2C)n1	1%	11%	1.2%	-13%
CNC(=O)NCCN1CCCC1=O	-2%	0%	-0.5%	-5%
COc1cc2nc(NCCc3ccccc3)n3nc(-c4cccnc4)nc3c2cc1OC	-1%	1%	-0.8%	-4%[10.9 µM]
Cc1cccc(Oc2nc3c(c(=O)n(C)c(=O)n3C)n2C)c1	-3%	10%	2.3%	6%[10.9 µM]
Nc1ccc(NC(=O)c2cccc(C(=O)Nc3ccc(N)cc3Cl)c2)c(Cl)c1	-30%	-6%	8.9%	-18%[10.9 µM]
CCOC(=O)c1oc2ccccc2c1CSc1nnnn1-c1ccc(C)cc1	1%	-2%	1.0%	13%
Cc1ccc(NC(=O)CSc2nc(C3CCCC3)nc3c2c(=O)n(C)c(=O)n3C)c(C)c1	-5%	9%	0.7%	23%[10.9 µM]
Cc1nc2nc(NCc3ccc(Cl)cc3)[nH]n2c(=O)c1Cc1ccccc1	10%	-1%	?	14%[10.9 µM]
C=CCn1cc(C(=O)N2CCN(C)CC2)c(=O)c2cc(S(=O)(=O)N3CCCC3)ccc21	8%	7%	0.5%	6%
CCc1ccc(S(=O)(=O)Nc2ccc(O)c(C(=O)O)c2)cc1	10%	3%	.	.
CSc1nn(Cc2ccc(Br)cc2)c(N(C(C)=O)C(C)=O)c1S(=O)(=O)c1ccccc1	?	30%	?	-3%[10.9 µM]
c1ccc(CNc2ncnc3c2ncn3C2CCCCO2)cc1 (stereo not drawn)	-8%	-5%	1.7%	-16%
COc1ccc(OC)c(NC(=O)c2cn(C)c(=O)c3cc(OC)c(OC)cc23)c1	-9%	1%	0.1%	-8%
CCN(CC)S(=O)(=O)c1ccc2c(c1)c(=O)c(C(=O)N1CCN(c3ccc(F)cc3)CC1)cn2C	6%	-2%	0.0%	6%[10.9 µM]
CC(Oc1ccc(F)cc1)C(=O)Nc1cc(-c2ccc(F)c(F)c2)no1 (stereo not drawn)	?	-12%	-2.6%	-11%[10.9 µM]
C[N+]1(C)C2CCC1CC(OC(=O)C(O)c1ccccc1)C2 (stereo not drawn)	-13%	-21%	.	-9%
COc1cc(C(=O)N2CCCN(c3nc4cc(C)ccc4cc3C#N)CC2)cc(OC)c1OC	-7%	0%	11%	-11%
CCOC(=O)c1sc2ccccc2c1S(=O)(=O)N1CCN(c2ccccc2F)CC1	-22%	-1%	-1.1%	-7%[10.9 µM]
Cc1cc(C)n(-c2ccc(C(=O)Nc3cccc(S(=O)(=O)N(C)C)c3)cc2)n1	-12%	-6%	.	.
COc1cc([C@H]2[C@@H]3CCCC[C@]3(O)CCN2CC(=O)Nc2ccc(C)cc2)ccc1O	7%	4%	4.3%	-3%
CCOC(=O)N1CCN(C(=O)COc2cccc3c2CCN(Cc2cccc(C)c2)C3=O)CC1	-8%	0%	.	.
COc1ccc(S(=O)(=O)n2ccnc2)c2cccnc12	4%	10%	-0.6%	-4%
COc1ccc(-c2nc(C)c(CCNC(=O)c3cccs3)s2)cc1	-29%	5%	?	-6%[10.9 µM]
CCOC(=O)CNC(=O)CSc1nnc(-c2cccc(C)c2)n1-c1ccc(OC)cc1	?	3%	0.4%	-8%
CN=C1SC(CC(=O)Nc2sc(C)c(C)c2C(=O)OC)C(=O)N1C (stereo not drawn)	-16%	6%	0.3%	-6%
O=C(O)Cn1cc2c(n1)CCCCC2	-3%	-1%	.	.
COc1cccc(NC(=O)CSc2nc3ccc(NC(=O)c4cccs4)cc3s2)c1	-11%	-7%	?	-20%[10.9 µM]
CCOC(=O)N1CCN(C(=O)Cc2ccc(Cl)cc2)CC1	14%	-10%	2.4%	-8%
CCn1c(CNC(=O)C23CC4CC(CC(C4)C2)C3)nnc1SCC(=O)Nc1ccc(OC)cc1	-16%	15%	1.3%	-3%[10.9 µM]
NCCN1CCN(CCN)CC1	-7%	1%	0.8%	3%
Going on with the list:
SMILES	p53ts 39C tox	p53ts 32C tox	IkB signaling	Imprint erasure
CCCNC(=O)c1cc(-c2ccco2)on1	?	?	?	-30%
COc1cccc(NC(=O)C2CCCN(c3nnc(-n4c(C)ccc4C)s3)C2)c1 (stereo not drawn)	-2%	2%	?	-15%[10.9 µM]
O=c1oc2ccccc2c2c1ncn2C1CCCCC1	5%	0%	3.1%	-9%
COC(=O)CCC(=O)Nc1ccc(NC(=O)CCC(=O)OC)cc1	4%	-9%	.	.
N#CCSc1nnc(N)s1	7%	-8%	1.5%	-2%
CC1CCc2c(sc(NC(=O)CCCOc3ccccc3)c2C(N)=O)C1 (stereo not drawn)	-12%	5%	?	-11%[10.9 µM]
CCOC(=O)c1c(Nc2cccc(O)c2)nnc(-c2ccccc2)c1-c1ccccc1	?	?	?	-6%[10.9 µM]
O=C(c1cnn2ccccc12)N1CCCc2ccccc21	0%	-2%	-0.4%	-10%
COc1cccc(-c2noc(-c3cccnc3)n2)c1	-28%	?	4.5%	-77%[inhibitor]
Cc1nn(-c2ccccc2)c2c1N(CC(=O)N1CCN(c3ccc(F)cc3)CC1)C(=O)CS2	-5%	-1%	?	8%[10.9 µM]

Three entries already listed, sorted by the value under Imprint erasure, rising.
mol | Imprint erasure
C=C(C)CSc1nnc(-c2cc(OC)c(OC)c(OC)c2)n1N | -10%
COc1cc([C@H]2[C@@H]3CCCC[C@]3(O)CCN2CC(=O)Nc2ccc(C)cc2)ccc1O | -3%
N#CCSc1nnc(N)s1 | -2%

New compounds follow
SMILES	p53ts 39C tox	p53ts 32C tox	IkB signaling	Imprint erasure
CC(CC(C)C(=O)Nc1ccccc1C(C)(C)C)C(=O)O (stereo not drawn)	-7%	19%	.	.
CCC(=O)N1CCCc2cc(S(=O)(=O)N3CCC(C(=O)NC4CCCCC4)CC3)ccc21	-19%	11%	4.8%	7%[10.9 µM]
O=S(=O)(Nc1ccncc1)c1ccccc1	-8%	1%	-0.8%	-3%
CCCCOc1ccc(CNn2c(C)nc3ccccc3c2=O)cc1	-27%	-16%	-1.1%	0%
COc1ccc(NC(=O)CCN2CCCCCC2)c(OC)c1	-3%	-10%	2.9%	.

Among those listed so far, 16 have an aryl methoxy group:
SMILES	p53ts 39C tox	p53ts 32C tox	IkB signaling	Imprint erasure
COc1ccc(C2C(C(C)=O)=C(C)N=c3s/c(=C/c4ccc5c(c4)OCO5)c(=O)n32)cc1 (stereo not drawn)	-9%	5%	-1.1%	-1%
COc1ccc(Cn2ccnc2SCC(=O)Nc2nnc(C)s2)cc1	-20%	-2%	3.1%	?
C=C(C)CSc1nnc(-c2cc(OC)c(OC)c(OC)c2)n1N	-6%	3%	3.6%	-10%
COc1cc(C)nc(OCCNC(=O)COc2ccc(Cl)cc2C)n1	1%	11%	1.2%	-13%
COc1cc2nc(NCCc3ccccc3)n3nc(-c4cccnc4)nc3c2cc1OC	-1%	1%	-0.8%	-4%[10.9 µM]
COc1ccc(OC)c(NC(=O)c2cn(C)c(=O)c3cc(OC)c(OC)cc23)c1	-9%	1%	0.1%	-8%
COc1cc(C(=O)N2CCCN(c3nc4cc(C)ccc4cc3C#N)CC2)cc(OC)c1OC	-7%	0%	11%	-11%
COc1cc([C@H]2[C@@H]3CCCC[C@]3(O)CCN2CC(=O)Nc2ccc(C)cc2)ccc1O	7%	4%	4.3%	-3%
COc1ccc(S(=O)(=O)n2ccnc2)c2cccnc12	4%	10%	-0.6%	-4%
COc1ccc(-c2nc(C)c(CCNC(=O)c3cccs3)s2)cc1	-29%	5%	?	-6%[10.9 µM]
CCOC(=O)CNC(=O)CSc1nnc(-c2cccc(C)c2)n1-c1ccc(OC)cc1	?	3%	0.4%	-8%
COc1cccc(NC(=O)CSc2nc3ccc(NC(=O)c4cccs4)cc3s2)c1	-11%	-7%	?	-20%[10.9 µM]
CCn1c(CNC(=O)C23CC4CC(CC(C4)C2)C3)nnc1SCC(=O)Nc1ccc(OC)cc1	-16%	15%	1.3%	-3%[10.9 µM]
COc1cccc(NC(=O)C2CCCN(c3nnc(-n4c(C)ccc4C)s3)C2)c1 (stereo not drawn)	-2%	2%	?	-15%[10.9 µM]
COc1cccc(-c2noc(-c3cccnc3)n2)c1	-28%	?	4.5%	-77%[inhibitor]
COc1ccc(NC(=O)CCN2CCCCCC2)c(OC)c1	-3%	-10%	2.9%	.
